High-throughput results (PubChem BioAssay)
GPR55 activation: selective activators of receptor GPR55 – imaging, U2OS cells, beta-arrestin-GFP redistribution, primary screen (AID 1961). U2OS GPR55 beta-arrestin-GFP redistribution imaging; higher % means a stronger effect. one-dose activation, % at 10 µM; EC50 in µM for titrated hits. 290,000 compounds, 0.048% hits;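 active = activation above 40% with more than 50 cells counted in the well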;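 also: U2OS osteosarcoma cells stably expressing GPR55 and beta-arrestin-GFP; plate controls were DMSO negative control for no effect and LPI positive control for full effect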
GPR55 antagonists: inhibition of LPI-stimulated GPR55 beta-arrestin translocation – imaging, U2OS, beta-arrestin-GFP, LPI agonist, primary screen (AID 2013); U2OS GPR55 beta-arrestin-GFP translocation imaging, LPI antagonism; higher % means a stronger effect; inhibition, % at 10 µM; hits with a dose series show IC50 in µM; 290,000 compounds, 0.13% hits;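 active = spots per cell inhibited over 60%, with over 100 cells counted and total cytoplasm intensity under 500,000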;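 also: U2OS cells stably carrying GPR55 and arrestin-GFP stimulated by 5 µM LPI near EC80; imaged beta-arrestin-GFP aggregate spots per cell after agonist stimulation; plate controls were LPI-stimulated DMSO wells for no effect and DMSO wells without LPI for full effect; some results filed as inactive read as strong as hits; confirmed hits need IC50 under 10 µM and bright autofluorescent wells are also inconclusive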
KOR beta-arrestin-1: kappa opioid receptor activators – cell-based, luminescence, uHTS, primary screen (AID 1777); KOR beta-arrestin recruitment, luminescence; higher % means a stronger effect; one-dose activation, % at 10 µM; EC50 in µM for titrated hits; 280,000 compounds, 0.02% hits; in the data active = activation above about 50%, passing the limit was not always enough; also: a part of the inactive calls stands beside numbers as strong as those of hits
West Nile antiviral: West Nile virus antiviral activity, cell-based, CPE readout (AID 1621); West Nile virus-infected cells, CPE inhibition; higher % means a stronger effect; CPE inhibition, % at 10 µM; hits with a dose series show IC50 in µM; 290,000 compounds, 0.02% hits; in the data active = a potency from the dose series; also: strong numbers were not always called active
KOR beta-arrestin-2: KOR antagonists, beta-arrestin recruitment, cell-based, luminescence, uHTS (AID 1778); 290,000 compounds, 0.091% hits; one-dose inhibition, % at 10 µM; IC50 in µM for titrated hits; KOR beta-arrestin recruitment, luminescence, antagonist mode; higher % means a stronger effect; in the data active = inhibition above about 50%; also: strong numbers were not always called active
GPR35 arrestin U2OS: GPR35 antagonists blocking zaprinast-driven arrestin recruitment, primary screen, imaging, U2OS, beta-arrestin-GFP, zaprinast agonist (AID 2058). U2OS GPR35 beta-arrestin-GFP translocation imaging, zaprinast antagonism; higher % means a stronger effect. inhibition, % at 10 µM; hits with a dose series show IC50 in µM. 290,000 compounds, 0.052% hits;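 active = inhibition of at least 50% with at least 30 cells and total cytoplasm GFP at most 10,000,000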
NOD1 inhibition: inhibition of NOD1-driven NF-kB reporter – cell-based, luminescence, uHTS, primary screen (AID 1578); NOD1-driven NF-kB luciferase reporter cells, luminescence; higher % means a stronger effect; one-dose inhibition, % at 4 µM; EC50 in µM for titrated hits; 290,000 compounds, 1% hits; in the data active = inhibition mostly above about 36%, no sharp cut-off; inactive = mostly below about 34%;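 also: HEK-293T reporter cells stimulated with the NOD1 agonist gamma-tri-DAP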
NS5 inhibitors: Dengue-2 NS5 methyltransferase inhibitors, primary screen, biochemical, confirmation dose response (AID 588689); Dengue-2 NS5 methyltransferase capping enzyme assay, biochemical; higher % means a stronger effect; one-dose inhibition, % at 25 µM; IC50 in µM for titrated hits; 340,000 compounds, 0.3% hits; in the data active = a potency from the dose series
HIV peptide binding: cell-free HIV fusion peptide-binding blockers – biochemical, uHTS, fluorescence dequenching, primary screen (AID 1986). cell-free peptide binding, fluorescence dequenching, 30 min; higher % means a stronger effect. 290,000 compounds, 0.3% hits. inhibition, % at 20 µM, or IC50 in µM where a hit was titrated; in the data active = inhibition mostly above about 52%, no sharp cut-off; inactive = mostly below about 76%; also: some results filed as inactive read as strong as hits
NS5 inhibitors pilot replicate: also measured in NS5 inhibitors; calls as there; inhibition, %; measured here: pilot screen replicate inhibition
Active calls of the source: *; . = no result given; [ ] = dose if it differs, or a comment. A portion of the library (hit frequency here may not be typical).

SMILES	GPR55 activation	GPR55 antagonists	KOR beta-arrestin-1	West Nile antiviral	KOR beta-arrestin-2	GPR35 arrestin U2OS	NOD1 inhibition	NS5 inhibitors	HIV peptide binding	others
Cc1ccc(CNC(=O)Nc2ccc(C)cc2)cc1	-0.2%	-2.3%	7.1%	-0.3%	-13.5%	-8.2%	19.6%	6.2%	-1.0%
O=C(O)c1ccc(-c2nc(-c3ccccc3)cs2)cc1	-0.5%	5.0%	-0.1%	0.4%	11.9%	-2.3%	-64.5%	-5.5%	9.0%
Cc1cc(O)c(C(=O)/C=C/c2ccccc2O)c(=O)o1	0.0%	-2.9%	3.0%	0.2%	-22.9%	7.4%	0.2%	-9.1%	3.2%
CCOc1ccccc1OCC(=O)OCC(=O)Nc1ncc(Cl)cc1Cl	-0.1%	7.2%	5.3%	0.2%	5.6%	4.4%	-6.5%	-3.8%	-1.4%
COc1ccccc1-c1noc(-c2ccco2)n1	-0.1%	15.0%	-1.8%	-0.2%	16.3%	1.0%	.	-5.4%	-0.9%
N#C/C(=C1\CCCN1)c1ccc2ccccc2n1	-0.2%	-3.7%	1.1%	-0.2%	-4.7%	-4.1%	-14.2%	6.9%	0.0%
Cc1ccc2cccc(OCC(=O)N3CC(C)CC(C)C3)c2n1 (stereo unspecified)	0.2%	2.7%	-2.8%	-0.6%	13.8%	-9.1%	-15.6%	-10.1%	8.7%
CCOC(=O)c1c(NC(=O)c2cccs2)sc(C)c1C	-0.1%	-19.7%	2.1%	-0.5%	-58.1%	-1.6%	-13.6%	-8.2%	0.7%
Oc1ccc(NCc2cccc(OCc3ccccc3)c2)cc1	-0.2%	-5.0%	-2.5%	0.0%	-29.0%	6.4%	-29.9%	58.4%	6.6%
Cc1c(CC(=O)N[C@H](C(=O)O)C(C)C)c(=O)oc2cc3c(cc12)CCC(C)(C)O3	0.0%	4.6%	-2.6%	0.5%	11.1%	-6.7%	0.1%	-5.2%	0.2%
O=C(NNS(=O)(=O)c1ccccc1)C1CCCCC1	0.4%	6.8%	-1.1%	-0.7%	14.5%	-8.4%	2.5%	-1.8%	-0.3%
O=C1c2ccccc2C(=O)c2[nH]cnc21	-0.1%	7.0%	5.3%	0.2%	9.7%	5.1%	5.1%	1.3%	0.1%
COc1ccc2c(c1)C1(Nc3ccccc3C(=O)N1c1ccccc1)C(=O)N2 (stereo unspecified)	0.2%	2.3%	15.9%	0.2%	28.8%	-2.9%	2.6%	-0.7%	2.9%
Cc1cc(C(=O)OCC(=O)NCCc2ccccc2)c(C)o1	-0.2%	-8.2%	-3.7%	-0.2%	-17.7%	9.3%	-21.3%	-3.4%	-4.2%
COC(=O)c1ccc(OC)c(CSc2nnc(COc3ccccc3)o2)c1	-0.1%	1.9%	-2.6%	1.1%	23.9%	-5.4%	-24.1%	1.9%	-0.9%	NS5 inhibitors pilot replicate=-1.2
C=CCn1c(N2CCN(c3ccc(OC)cc3)CC2)nc2c1c(=O)n(C)c(=O)n2C	0.1%	-10.5%	0.2%	-1.6%	-17.4%	-3.0%	23.6%	-5.9%	-1.6%
O=S1(=O)CCOCCN1Cc1ccccc1	0.2%	1.1%	-5.6%	0.1%	-14.6%[20 µM]	-4.0%	-19.2%	-12.7%	-0.2%
CCOc1ccc(-c2nnc3ccc(SCC(=O)NCc4ccco4)nn23)cc1	0.3%	4.3%	-0.9%	-0.5%	5.8%	16.5%	19.3%	4.0%	0.8%
Cc1cc(C)c2c(CC(=O)NNC(=O)c3ccccc3)coc2c1	-0.1%	-4.0%	2.1%	0.1%	7.6%	-2.3%	-19.5%	-1.3%	-0.1%
O=C(Nc1ccc(-c2nc3ccccc3o2)cc1)c1ccc2c(c1)OCO2	-0.4%	-2.5%	6.4%	-0.7%	-24.3%	-5.2%	-11.6%	4.0%	-1.2%
CC(Oc1ccc(Cl)cc1Cl)C(=O)NN=C1CCN(C)CC1 (stereo unspecified)	-0.2%	-4.8%	-1.6%	0.9%	-1.7%	5.2%	-27.6%	-6.5%	-1.7%
Cc1ccccc1NC(=O)C1Cc2ccccc2CN1C(=O)OCc1ccccc1 (stereo unspecified)	-0.1%	10.2%	0.6%	-1.0%	-16.5%	-18.3%	-30.6%	8.4%	1.9%
CCOC(=O)C1(Cc2ccccc2C(F)(F)F)CCN(C(C)COC)CC1 (stereo unspecified)	-0.3%	10.6%	0.6%	-1.2%	10.8%	6.6%	-24.9%	-3.9%	-0.2%
CC(=O)Nc1ccc(NC(=O)COc2ccc(-c3ccccc3)cc2)cc1	-0.1%	-0.1%	2.8%	-0.6%	-22.2%	-16.6%	-28.8%	-1.3%	-1.3%
COc1ccc(N(CC(=O)NCCC2=CCCCC2)S(=O)(=O)c2ccccc2)cc1	-0.1%	-0.2%	.	-0.1%	22.4%	14.2%	6.1%	-2.3%	-1.5%

Going on with the list.
SMILES	GPR55 activation	GPR55 antagonists	KOR beta-arrestin-1	West Nile antiviral	KOR beta-arrestin-2	GPR35 arrestin U2OS	NOD1 inhibition	NS5 inhibitors	HIV peptide binding	others
COc1ccc(CC(=O)Nc2ccc(-c3cn4ccccc4n3)cc2)cc1	-0.2%	0.0%	.	0.0%	13.8%	9.5%	-67.9%	-2.1%	-1.3%
CCc1ccc(-c2cc(C)no2)cc1S(=O)(=O)N1CCN(c2ccc(F)cc2)CC1	0.2%	-11.3%	5.7%	-0.3%	-30.3%	-28.2%	5.8%	-5.2%	-0.6%
NCCCCCC(=O)N/N=C/c1ccc2nccnc2c1	-0.3%	-10.3%	2.9%	-0.1%	2.5%	12.4%	-1.8%	-10.7%	-1.0%
O=C(CCCc1ccccc1)Nc1nncs1	-0.1%	-13.3%	-3.0%	0.3%	0.3%	6.5%	-25.6%	4.1%	0.0%
Cc1ccc(C(=O)N2CC(=O)Nc3ccc(F)cc3C2c2ccccc2)cc1[N+](=O)[O-] (stereo unspecified)	-0.2%	-6.9%	0.7%	-1.3%	18.4%	11.9%	17.6%	-0.7%	-2.1%
C/C=N/N(c1ccccc1)c1ccccc1	1.3%	1.2%	-0.7%	0.1%	-4.3%	-10.4%	-6.3%	-6.3%	1.6%
OCC[C@@H]1C[C@H](O)[C@@H](O)[C@@]2(Cc3ccccc3CO2)O1	0.9%	6.7%	4.8%	-0.4%	-3.5%[20 µM]	15.4%	16.4%	-0.8%	2.9%
O=C(NCc1ccccc1Cl)c1ccncc1	-0.3%	-1.2%	-1.8%	-0.6%	-29.0%[20 µM]	5.8%	-21.3%	-9.2%	0.8%
CCOc1ccccc1NC(=O)N1CCC(n2nnc3cc(C)ccc32)CC1	0.3%	12.0%	-7.0%	-0.4%	11.9%	-5.4%	1.6%	-4.0%	-1.8%
O=C(/C=C/c1ccccc1)NNC(=O)c1cccc(Cl)c1	0.2%	-10.6%	8.1%	-0.3%	0.6%	-2.0%	-2.0%	-5.6%	-1.8%
Cc1ccc(C(=O)C2CCOC(C)(C)C2)cc1 (stereo unspecified)	-0.1%	12.5%	.	-0.4%	-33.3%[20 µM]	13.5%	-39.9%	-4.5%	0.1%
COc1ccc(CNC(=O)COC(=O)c2ccc(Br)cc2)cc1	0.8%	12.4%	0.2%	-0.3%	-15.7%	-6.6%	-0.5%	-4.6%	-1.0%
CC(C)c1ccc2[nH]c3c(c2c1)[C@@H]1CCN2C(=O)CCC[C@H](C3)[C@H]12	-0.3%	-9.5%	5.8%	-0.8%	-30.2%[20 µM]	-0.5%	14.4%	-5.6%	1.5%
Cc1ccc(N=C2CCCCCN2C)c(C#N)c1	-0.4%	-8.7%	8.6%	-0.2%	-18.1%	11.1%	21.2%	-6.2%	0.3%
COc1cccc(C2C(=O)N(C3CCCCC3)CC(=O)N2Cc2ccc(F)cc2)c1 (stereo unspecified)	-0.1%	-0.8%	7.6%	0.1%	27.0%	1.8%	9.9%	1.6%	1.2%
OCC1(Cc2ccccc2C(F)(F)F)CCN(Cc2cccc3cnccc23)CC1	-0.1%	-0.5%	5.5%	-1.2%	-11.1%	18.3%	-14.8%	0.7%	0.1%
O=C(CSc1nc2ccccc2c(=O)[nH]1)Nc1ccc(Br)cc1	-0.2%	1.5%	1.9%	-0.4%	-23.7%	-1.4%	14.9%	-4.5%	2.1%
Cc1ccccc1NC(=O)CN1CCOCC1	-0.2%	-9.8%	2.8%	-0.3%	3.3%	6.7%	-19.4%	.	1.3%
COc1ccccc1NC(=O)c1nn(C)c(C(=O)Nc2ccccc2OC)c1[N+](=O)[O-]	-0.1%	-1.9%	-2.3%	-0.5%	-12.8%	13.5%	8.5%	3.3%	-3.9%

By substructure: the entries above with an aryl thioether with sulfur outside any ring
SMILES	GPR55 activation	GPR55 antagonists	KOR beta-arrestin-1	West Nile antiviral	KOR beta-arrestin-2	GPR35 arrestin U2OS	NOD1 inhibition	NS5 inhibitors	HIV peptide binding	others
COC(=O)c1ccc(OC)c(CSc2nnc(COc3ccccc3)o2)c1	-0.1%	1.9%	-2.6%	1.1%	23.9%	-5.4%	-24.1%	1.9%	-0.9%	NS5 inhibitors pilot replicate=-1.2
CCOc1ccc(-c2nnc3ccc(SCC(=O)NCc4ccco4)nn23)cc1	0.3%	4.3%	-0.9%	-0.5%	5.8%	16.5%	19.3%	4.0%	0.8%
O=C(CSc1nc2ccccc2c(=O)[nH]1)Nc1ccc(Br)cc1	-0.2%	1.5%	1.9%	-0.4%	-23.7%	-1.4%	14.9%	-4.5%	2.1%

Some of these compounds in order of number of heavy atoms, rising.
SMILES	GPR55 activation	GPR55 antagonists	KOR beta-arrestin-1	West Nile antiviral	KOR beta-arrestin-2	GPR35 arrestin U2OS	NOD1 inhibition	NS5 inhibitors	HIV peptide binding	others
OCC[C@@H]1C[C@H](O)[C@@H](O)[C@@]2(Cc3ccccc3CO2)O1	0.9%	6.7%	4.8%	-0.4%	-3.5%[20 µM]	15.4%	16.4%	-0.8%	2.9%
O=C(CSc1nc2ccccc2c(=O)[nH]1)Nc1ccc(Br)cc1	-0.2%	1.5%	1.9%	-0.4%	-23.7%	-1.4%	14.9%	-4.5%	2.1%
CCOc1ccccc1NC(=O)N1CCC(n2nnc3cc(C)ccc32)CC1	0.3%	12.0%	-7.0%	-0.4%	11.9%	-5.4%	1.6%	-4.0%	-1.8%
